High-throughput results as filed in PubChem BioAssay.
ABHD5-PLIN5 inh = blocks binding of human ABHD5 to perilipin-5. Q00G26+Q8WTS1. Split G. princeps luciferase complementation, luminescence, 4 h. inhibition, % at 4 µM. 0.78% of 360,000 active;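 active = inhibition above the mean inhibition across every tested compound plus 3 SD, cut at about 22% in these data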;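 also: 0% = DMSO only wells and the 100% control is not disclosed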
ABCB6 inh MLPCN = human ABCB6 transporter inhibition; 0.19% of 360,000 active; Q9NP58; fluorescence ratio to DMSO, % at 10 µM; K562-ABCB6 porphyrin accumulation, flow cytometry, 1 h; active compounds read low; AID 602162;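 active = fluorescence ratio to DMSO below 75%, the collection mean minus 3 SD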;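 also: signal is porphyrin accumulated inside mitochondria; 100% equals median channel fluorescence of DMSO control wells; lower ratio means ABCB6 inhibition with less porphyrin fluorescence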
Target sequence (Q9NP58 whole entry, looked up): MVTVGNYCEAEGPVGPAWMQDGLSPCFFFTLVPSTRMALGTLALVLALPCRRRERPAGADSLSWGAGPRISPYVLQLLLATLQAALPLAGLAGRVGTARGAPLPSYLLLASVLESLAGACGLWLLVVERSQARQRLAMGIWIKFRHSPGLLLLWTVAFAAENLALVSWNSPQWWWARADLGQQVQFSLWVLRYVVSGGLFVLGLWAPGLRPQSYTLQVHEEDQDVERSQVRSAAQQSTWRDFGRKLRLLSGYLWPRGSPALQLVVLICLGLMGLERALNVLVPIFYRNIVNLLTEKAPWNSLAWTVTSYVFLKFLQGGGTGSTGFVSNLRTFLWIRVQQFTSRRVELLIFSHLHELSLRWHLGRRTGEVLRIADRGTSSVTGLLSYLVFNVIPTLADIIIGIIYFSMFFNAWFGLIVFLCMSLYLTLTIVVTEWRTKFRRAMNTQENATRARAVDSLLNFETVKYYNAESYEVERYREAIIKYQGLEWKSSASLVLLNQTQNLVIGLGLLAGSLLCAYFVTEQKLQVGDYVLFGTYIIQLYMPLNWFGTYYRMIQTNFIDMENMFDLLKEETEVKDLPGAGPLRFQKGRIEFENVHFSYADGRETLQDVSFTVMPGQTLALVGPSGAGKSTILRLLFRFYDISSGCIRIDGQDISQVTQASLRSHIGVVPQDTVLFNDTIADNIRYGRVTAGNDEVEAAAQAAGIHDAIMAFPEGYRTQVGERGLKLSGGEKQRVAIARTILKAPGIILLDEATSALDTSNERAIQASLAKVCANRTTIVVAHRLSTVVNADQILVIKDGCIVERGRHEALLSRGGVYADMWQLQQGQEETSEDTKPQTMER
HTR2A ag = mouse HTR2A agonism via beta-arrestin recruitment | activation, % at 7.6 µM | CHO-K1 mHTR2A beta-arrestin complementation, luminescence; percent of 30 µM serotonin response | P35363 | 0.66% of 360,000 active;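 active = activation above a run cutoff, the mean activation of all tested compounds plus 3 SD, cut at about 14% in these data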;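 also: 0% = plate median of compound wells and 100% = 30 µM serotonin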
SRC2 inh = inhibits human steroid receptor coactivator 2 | 0.17% of 370,000 active | HEK293 GAL4-SRC2 luciferase reporter, luminescence | inhibition, % at 9 µM | AID 651957;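 active = inhibition above the mean inhibition of all tested compounds plus 3 SD, set per campaign, cut at about 52% in these data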;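 also: 0% = DMSO treated cells and 100% = cells given Gossypol at 36 µM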
TLR9-MyD88 inh = blocks human TLR9 binding to MyD88. CHO BLA complementation TLR9-MyD88, CCF4 FRET ratio. inhibition, % at 4.98 µM. 0.21% of 340,000 active. AID 504734;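 active = inhibition above the mean over all tested compounds plus 3 SD, cut at about 21% in these data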;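 also: 0% = DMSO only wells and 100% = clavulanate BLA inhibitor control wells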
Glyco luc inh = blocks N-linked glycosylation in D54 reporter cells; D54 ERlucT glycosylation luciferase reporter, 24 h; percent of 100 nM tunicamycin response; reporter increase, % at 12.5 µM; 0.23% of 360,000 active;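 active = mean luciferase reporter signal, scaled so untreated is 0 and the glycosylation-blocking control 100, at or above a set limit in every replicate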;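 also: luciferase carries N-glycosylation sites so blocking glycosylation raises the light; 0% = median of neutral control wells and 100% = median of 100 nM tunicamycin wells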
Cardio protect = modulators protecting cardiomyocytes from myocardial damage; H9c2 cardiomyocytes, H2O2 injury protection, ATPLite, 2 h; protection from H2O2 cell death, % at 20 µM; 0.63% of 360,000 active; AID 588492;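 active = compounds giving at least 50% protection of heart cells from peroxide-induced death in the single-dose screen, raw or plate-pattern-corrected value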;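 also: 0% = DMSO wells with peroxide and 100% = DMSO wells without peroxide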
NOD2-RIPK2 inh = blocks binding of human NOD2 to RIPK2; O43353; CHO BLA complementation NOD2-RIPK2, CCF4 ratio; inhibition, % at 4.98 µM; 0.38% of 360,000 active; in the data active = inhibition above about 21%;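 also: 0% = vehicle only and 100% = reference blocker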
MC4R barr agon = activates human MC4R beta-arrestin recruitment; P32245; U2OS MC4R beta-arrestin complementation, luminescence; percent of melanotan II response, DMSO zero; activation, % at 8.9 µM; 0.98% of 360,000 active; AID 540308;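 active = activation above a per-plate cutoff, the mean activation of sample wells on that plate plus 3 SD, cut at about 8% in these data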
MC4R antag cAMP = human MC4R antagonism in cAMP assay | AID 540295 | P32245 | inhibition, % at 6.5 µM | MC4R-expressing cells, MTII-stimulated cAMP, LANCE TR-FRET | 0.48% of 360,000 active;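 active = inhibition above its plate's cutoff, the mean of tested wells on that plate plus 3 SD, cut at about 29% in these data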;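 also: 0% = Melanotan II alone and 100% = Melanotan II plus saturating MCL0020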
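Material: U2OS-MC4R stable cell line | Reagent: Melanotan II challenge after compound preincubation | Doses: One concentration, 6.5 µM nominal | Incubation: 30-min compound preincubation, 1-h Melanotan II challenge, 1-h detection, room temperature | Signal: TR-FRET cAMP assay | Replicates: One well per compound, no replicates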
* = called active by the depositor; . = no result given; & = joins results of further samples. An excerpt. The share of hits here may be higher or lower than overall.

SMILES	ABHD5-PLIN5 inh	ABCB6 inh MLPCN	HTR2A ag	SRC2 inh	TLR9-MyD88 inh	Glyco luc inh	Cardio protect	NOD2-RIPK2 inh	MC4R barr agon	MC4R antag cAMP
CCCCC(=O)Nc1cc(OCC)c(NC(=O)c2ccccc2[N+](=O)[O-])cc1OCC	-3	96	1	19	2	-1	5	-6	3.1	2
Cc1[nH]c2ccccc2c1C(=O)C(=O)N1CCN(C)CC1	-1	97	-1	-20	-27	3	2	-9	2.1	0
COC(=O)[C@@]12C[C@@H](CC(=O)NCc3ccc(OC)c(OC)c3)C(=O)N(Cc3ccco3)C1=CCC(C)(C)C2	0	.	1	20	.	.	.	-5	.	.
C=CC[C@H](CC(=O)NCCO)C(=O)N[C@@H](COC(=O)[C@H](CC=C)CC(=O)OC(C)(C)C)Cc1ccccc1	-4	98	0	-6	3	2	7	0	-0.7	2
CC1CCc2c(sc3ncn(Cc4ccc(C(=O)O)cc4)c(=O)c23)C1 (stereo not given)	-1	106	11	2	-4	2	-2	8	0.5	8
O=C(Nc1oc2ccccc2c(=O)c1-c1ccccc1)c1ccco1	-8	99	8	-15	-1	0	1	4	-0.6	5
CCOC(=O)c1c(CN2CCOCC2)n(-c2ccccc2)c2cc(Br)c(O)c(CN(C)C)c12	-4	107	6	-16	-8	-1	16	-1	0.1	1
O=C(NCc1ccco1)C(=O)NCC1OCCN1C(=O)c1ccc(Cl)cc1 (stereo not given)	14	91	3	-7	5	-3	5	0	1.2	-5
COc1ccccc1CNS(=O)(=O)c1ccc(-n2cccn2)cc1	3	101	6	-18	3	0	-8	-10	-1.3	3
COC(=O)Nc1ccc(N2CCOCC2)c(S(=O)(=O)N2CCOCC2)c1	-9	98	-5	-13	-3	0	3	0	-0.5	-3
O=C1c2ccccc2CC1Sc1nnc(-c2ccncc2)o1 (stereo not given)	-3	107	-5	7	6	-3	-2	-1	-1.8	11
CC(C)N(C(=O)CN1CCC(c2nc3ccccc3[nH]2)CC1)C(C)C	-4	91	4	2	-3	1	2	0	-2.2	2
O=C(NC1CCc2ccccc21)c1cc(COc2c(F)cccc2F)on1 (stereo not given)	-5	96	-5	-35	-1	-1	-6	-2	-1.8	6
O=C(NC(=S)Nc1ccc2[nH]c(=O)[nH]c2c1)c1cc(Br)ccc1Cl	-3	104	11	-2	-14	3	-1	2	-2.4	6
CSCCC(NS(=O)(=O)c1ccc(F)cc1)C(=O)NCc1ccc(S(N)(=O)=O)cc1 (stereo not given)	-4	99	0	-13	9	-3	-3	-7	-2.0	-1
Nc1nnc(SCC(=O)NNC(=O)c2ccc(Cl)cc2)s1	8	96	10	3	-1	1	14	-11	-0.4	5
CCOC(=O)N1CCN(c2c(NCCN(C)Cc3ccccc3)c(=O)c2=O)CC1	-3	106	-2	2	3	0	-3	-4	0.1	2
Cc1nn(-c2ccccc2)c(C)c1C(=O)NCCc1ccc(Cl)cc1	-3	96	-4	-1	-6	0	2	-10	-1.9	-2
CCCc1cc(Nc2cccc(OCC)c2)n2ncnc2n1	6	97	-2	-5	-3	3	3	-9	1.4	1
Cc1ccccc1C(=O)NC(=S)N(C)CCc1ccccn1	0	91	0	-17	5	0	-2	0	0.4	4
O=C(c1ccccc1Br)N1CCN(c2ncccn2)CC1	0	295	5	-46	-2	3	0	-11	0.4	4
COc1cc(NC(=O)c2ccccc2)c(OC)cc1NC(=O)CN1CCOCC1	2	101	0	-31	7	1	6	-18	-0.1	-3
CC(OC(=O)CNC(=O)c1sc2ccccc2c1Cl)c1ccccc1 (stereo not given)	1	96	11	-22	5	0	-7	0	-0.8	-1
CCCNC(=O)c1ccc(COc2ccc(C(C)(C)C)cc2)o1	-3	94	0	-14	-1	2	-13	4	1.7	7
CC1(C)Cc2c(sc3c2c(=O)n(-c2cccc(Cl)c2)c(=O)n3CC(N)=O)CO1	-3	100	-1	-1	3	0	0	7	0.9	9
Continuation:
SMILES	ABHD5-PLIN5 inh	ABCB6 inh MLPCN	HTR2A ag	SRC2 inh	TLR9-MyD88 inh	Glyco luc inh	Cardio protect	NOD2-RIPK2 inh	MC4R barr agon	MC4R antag cAMP
Cc1oc(-c2cccs2)nc1CN1CCC(C(=O)N2CCCC2)CC1	-1	93	3	7	2	1	15	-4	-2.4	5
Cc1cccc(C)c1OCC(=O)NC1CC1	-10	92	-1	-4	-3	2	4	-3	-3.8	2
O=C(O)c1cccc(N2CCCC2)c1	2	87	2	-1	8	1	-5	-17	-0.5	7
CCOc1ccccc1CN1CCNC(=O)C1CC(=O)NC1CCCCC1 (stereo not given)	-11	92	-1	11	-6	-1	-1	-4	-5.0	-4
COC(=O)CSc1nnc(NC(=O)C2CC(=O)N(c3ccc(F)cc3)C2)s1 (stereo not given)	1	99	9	4	-2	1	9	0	-2.4	18
CN(C)CCCNc1cc(-c2ccccc2)nc2cc(-c3cccc(F)c3)nn12	18	94	-5	-20	-5	19	-16	9	3.7	1
CCOC(=O)c1ccc(Nc2ccc(-c3ccc(OC)c(OC)c3)nn2)cc1	7	94	-1	-10	3	1	4	5	1.0	-1
CN1CCN(C(=O)c2ccc(-c3ccc(Br)cc3)o2)CC1	-4	93	-14	-30	1	2	-2	-7	-1.1	-3
CC(=O)c1ccc(N2CCN(S(=O)(=O)c3ccc(-c4cnc(C5CC5)o4)cc3)CC2)cc1	-3	102	0	.	-4	-14	-21	1	0.9	4
S=C1NC(c2ccccc2)=NCN1c1ccc(Cl)cc1	1	97	0	-20	-9	0	-5	1	0.1	7
O=C(/C=C/c1ccccc1)NNC(=O)c1cccnc1	2	102	-3	-14	6	0	1	-12	2.6	18
CC/C(=N\NC(=O)c1cccnc1)c1ccc2c(c1)OCCO2	-3	100	1	-20	-1	1	1	6	1.0	17
COc1cccc(C(=O)NCCNC(=O)c2ccccn2)c1	4	98	9	-30	-12	-2	6	-5	1.9	15
COc1ccc(Cl)cc1S(=O)(=O)Nc1ncn[nH]1	0	95	1	1	-2	3	-7	-6	0.0	-4
N#C/C(=C/c1cn(CC(=O)O)c2ccccc12)c1ccc(F)cc1	3	95	-1	4	4	0	-2	-3	-1.6	3
Cc1ccc(SCC(=O)Nc2ncc(C)s2)cc1	-2	71*	-2	-23	2	-1	-8	-10	-1.5	13
COc1ccc(CCNC(=O)CCc2nc3ccccc3[nH]2)cc1OC	4	102	2	-7	1	1	6	-8	1.4	10
Cc1cc(OCC(=O)O/N=C(\N)c2ccccc2)cc(C)c1Cl	-2	101	2	1	-1	0	-7	0	1.4	14
O=C(/C=C/c1ccc[nH]1)c1ccc(F)cc1	0	107	-2	-38	5	2	-3	7	-4.0	1
C/C(=N\NC(=S)Nc1ccccc1C)c1ccc(O)cc1	-13	95	1	.	-1	0	-5	0	-1.2	-10
Cc1ccc(CC(SCc2ccccc2)C(=O)O)cc1C (stereo not given)	1	99	-7	5	8	0	8	-5	-2.2	10
Cc1cc(NC(=O)c2ccccc2)ncc1NC(=O)c1cccs1	-1	107	0	-36	-1	2	-1	-4	-1.3	-7
COc1cccc(NC(=O)c2cc(-c3ccccn3)nc3ccccc23)c1	4	93	4	-31	5	-1	30	2	1.5	6
CCN1CCN(CC(O)COc2ccc(C)c(C)c2)CC1 (stereo not given)	2&-3	119&94	1&-1	-18&-2	-3&0	-1&-1	-1&2	-4&0	-0.6&-1.0	6&8
Cc1cccc(-c2nsc(SCC(=O)c3ccc(Cl)cc3)n2)c1	-4	75	-2	-9	-11	1	-12	-37	3.9	-1
Continuation:
SMILES	ABHD5-PLIN5 inh	ABCB6 inh MLPCN	HTR2A ag	SRC2 inh	TLR9-MyD88 inh	Glyco luc inh	Cardio protect	NOD2-RIPK2 inh	MC4R barr agon	MC4R antag cAMP
Cc1ccc(NC2=C/C(=N\S(=O)(=O)c3cccs3)c3ccccc3C2=O)c(C)c1	-2	98	-5	.	-9	-23	-22	-25	-3.0	-10
CS(=O)(=O)Nc1ccc(C2=NN(C(=O)c3ccco3)C(c3ccccc3F)C2)cc1 (stereo not given)	-5	104	1	-4	-5	-3	4	-7	0.2	8
Cc1ccc(C(=O)NC(=S)Nc2c(C)ccc3nsnc23)cc1	2	97	1	14	-7	-1	2	1	-2.5	3
O=C(C(c1ccccc1)c1ccccc1)N1CCN(Cc2ccncc2)CC1	3	94	1	13	-9	1	-5	1	-2.0	4
N/C(=N\OC(=O)c1ccco1)c1cccc([N+](=O)[O-])c1	-6	91	1	-65	2	-1	0	-2	1.0	21
CC(=O)Nc1ccccc1/C=C/c1ccc2c(C)ccc(O)c2n1	5	94	-8	-5	-6	4	18	0	-1.9	4
COc1ccccc1C(=O)C1Nc2ccccc2-c2nnc(SC)nc2O1 (stereo not given)	-3	100	2	-9	-6	2	4	7	-2.5	0
COc1cc(/C=C2\SC(N)=NC2=O)cc(Br)c1O	1	121	-7	-1	10	3	0	11	0.1	-22
FC(F)(F)c1ccccc1Cc1c(-c2cccc(Cl)c2)nc2ccc(Cl)cn12	2	104	0	-52	.	0	-3	-7	.	.
CC(C)Cn1c(SCC(=O)N2CCc3ccccc3C2)nc(O)cc1=O	5	97	4	-21	-1	0	4	-1	-0.7	-3
CN(C)CCN(C)Cc1c2ccccc2c(CN(C)CCN(C)C)c2ccccc12	9	92	6	-5	5	1	8	8	1.1	-7
CCN(CC)CCNC(=O)CCn1c(=S)[nH]c2cc3c(cc2c1=O)OCO3	-4	101	-3	-18	2	3	2	2	-1.6	-1
CS(=O)(=O)NN1C(=O)c2ccccc2NC1c1ccccc1F (stereo not given)	-9	98	-3	-3	1	-1	3	-19	-0.6	4
CCOC(=O)C(C(=O)OCC)C(C#N)c1ccccc1 (stereo not given)	-2	92	6	-13	-1	-1	-8	-2	1.1	2
COc1ccc(C(=O)C(C)OC(=O)C2CC3CCCC(C2)C3=O)cc1 (stereo not given)	5	90	5	7	-23	-1	-6	0	0.3	9
O=C(CCCN1C(=O)c2ccccc2C1=O)Nc1c2c(nc3c1CCC3)CCC2	-4	97	-2	-8	18	3	18	-6	-1.5	0
COc1ccc(C(=O)N2N=C(c3cccc(NS(C)(=O)=O)c3)CC2c2cccs2)cc1 (stereo not given)	-10	102	1	-27	-12	2	13	-3	0.5	27
CCOC(=O)N1CCN(C(=O)COc2ccccc2[N+](=O)[O-])CC1	-4	94	0	-4	1	2	1	0	1.7	16
O=C(Nc1ccc(CN2CCCCC2)cc1)c1c(F)c(F)c(F)c(F)c1F	4	103	-3	-16	5	-4	6	-5	-1.4	4
O=C(Nc1cccc(S(=O)(=O)NC2=NCCC2)c1)c1cc(-c2ccccn2)nc2ccccc12	-2	105	-2	6	3	0	28	4	0.5	10
